IDE cell activ: IDE (human) activation, cell-based; P14735; HEK cells, FAbeta-B cleavage, fluorescence polarization; 0% vehicle, 100% cell-free pure enzyme wells; activation, % at 5.96 µM; 0.073% of 340,000 active; AID 493087;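 active = activation above the mean of all tested compounds plus 3 SD, set per screening campaign, cut at about 17% in these data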
Target sequence (P14735 whole entry, looked up): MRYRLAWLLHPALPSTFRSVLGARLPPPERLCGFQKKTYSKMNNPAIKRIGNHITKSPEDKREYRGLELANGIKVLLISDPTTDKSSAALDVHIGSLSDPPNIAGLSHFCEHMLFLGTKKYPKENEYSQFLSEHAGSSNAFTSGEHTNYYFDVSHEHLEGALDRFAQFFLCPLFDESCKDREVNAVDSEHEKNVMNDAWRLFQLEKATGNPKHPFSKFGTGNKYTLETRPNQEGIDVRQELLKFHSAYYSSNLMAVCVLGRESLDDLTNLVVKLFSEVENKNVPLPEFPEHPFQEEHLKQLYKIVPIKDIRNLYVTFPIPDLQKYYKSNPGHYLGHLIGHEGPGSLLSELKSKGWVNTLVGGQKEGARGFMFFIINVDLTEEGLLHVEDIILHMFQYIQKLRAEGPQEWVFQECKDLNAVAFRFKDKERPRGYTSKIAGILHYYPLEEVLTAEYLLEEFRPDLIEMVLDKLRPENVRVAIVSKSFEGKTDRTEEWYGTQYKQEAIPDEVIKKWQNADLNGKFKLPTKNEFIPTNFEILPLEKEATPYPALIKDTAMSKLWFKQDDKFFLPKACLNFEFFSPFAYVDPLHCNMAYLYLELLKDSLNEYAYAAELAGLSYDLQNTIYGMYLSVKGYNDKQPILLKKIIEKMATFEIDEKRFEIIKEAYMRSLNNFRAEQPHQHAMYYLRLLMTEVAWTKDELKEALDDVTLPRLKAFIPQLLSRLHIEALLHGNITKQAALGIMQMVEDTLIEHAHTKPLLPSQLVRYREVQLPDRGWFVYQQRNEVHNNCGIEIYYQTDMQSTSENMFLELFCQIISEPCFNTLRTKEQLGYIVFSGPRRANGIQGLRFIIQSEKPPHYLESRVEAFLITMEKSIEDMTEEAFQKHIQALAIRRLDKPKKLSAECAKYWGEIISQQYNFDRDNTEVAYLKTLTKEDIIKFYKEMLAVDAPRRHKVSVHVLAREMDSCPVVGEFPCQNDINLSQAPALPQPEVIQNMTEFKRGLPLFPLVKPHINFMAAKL
* hit, by the source's call.

SMILES	IDE cell activ
CCCCN1CC(COCc2ccccc2)Oc2cc(Br)ccc2S1(=O)=O (stereo not drawn)	1.2
Clc1ccc(-c2nnc(-c3cccc4ccccc34)o2)cc1	5.2
O=C(O)C(Cc1ccccc1N(CCO)CCO)N1C(=O)c2ccccc2C1=O (stereo not drawn)	-2.5
O=C(O)/C=C(/c1ccccc1)C(F)(F)F	1.6
Cc1cccc(NC(=O)CN(CC2CCCO2)C(=O)c2cc3ccccc3o2)c1C (stereo not drawn)	1.1
CCCCN(C(=O)c1cc2c(s1)CCCCC2)c1c(N)n(CC(C)C)c(=O)[nH]c1=O	5.1
CC(=O)N1C[C@H]2CON(C)[C@H]2C[C@H]1c1ccccc1Br	0.4
CCCCNS(=O)(=O)CCNCc1ccc(OC)cc1	1.9
CC(C)CN1CC(C)C(=O)NC1=S (stereo not drawn)	4.0
CCN(CC)C1Oc2cc3c(cc2C(c2cccc(OC)c2O)C1C)OCO3 (stereo not drawn)	6.4
COc1ccc(/C=C2/CCCc3ccccc3C2=O)cc1	2.9
CCCn1c(SC(C)C(=O)NC2CCCC2)n[nH]c1=O (stereo not drawn)	-3.6
CC(C)=CCC/C(C)=C/CNC(=O)C[C@H]1C[C@H](C(=O)N2CCCCC2)[C@@]2(CCc3ccccc3)c3[nH]c4ccc(Cl)cc4c3CCN2C1=O	-1.0
C=C(CCO)C1=CCN(S(=O)(=O)C(C)(C)C)[C@@H]1CCO	3.5
CC(C)N1CCN(S(=O)(=O)c2ccccc2)c2ccccc21	0.5
O=C(CN1CCN(S(=O)(=O)c2ccccc2Cl)CC1)NCC1(N2CCOCC2)CCCCC1	-7.2
N#Cc1ccccc1S(=O)(=O)N1CCC(C(=O)Nc2cccc(C(=O)NC3CC3)c2)CC1	6.2
CN(CC(=O)NCc1ccco1)CC(=O)Nc1cc(S(C)(=O)=O)ccc1Cl	-5.6
COc1ccc(C(CNC(=O)c2nn(-c3ccccc3)c(=O)c3ccccc23)N2CCOCC2)cc1 (stereo not drawn)	4.6
O=C1NC[C@H](Cc2ccccc2)N(C[C@H]2CCCN2C[C@H](Cc2ccccc2)N2C[C@H](Cc3ccc(O)cc3)N(CCc3ccccc3)C(=O)C2=O)C1=O	3.2
F[B-](F)(F)COCc1ccccc1Br	1.5
O=[N+]([O-])c1cc(F)cc(F)c1Nc1cc(F)cc(F)c1	2.0
C[C@H](O)[C@@H]1C(=O)N2CCc3ccc(-c4ccccc4)cc3[C@@H]2C[C@@H]1N(C)C(=O)NC1CCCCC1	-5.3
COc1cc(OC)cc(C(=O)N[C@H](C(=O)OCC(=O)N2CCN(S(=O)(=O)c3ccc(C)cc3)CC2)C(C)C)c1	1.8
CCOc1ccc(NC(=O)CN(C)C(=O)c2c(C)nn(Cc3ccccc3Cl)c2C)cc1OCC	1.8

Rewritten with each value named: part of the list above
> O=[N+]([O-])c1cc(F)cc(F)c1Nc1cc(F)cc(F)c1
  IDE cell activ = 2.0

> C[C@H](O)[C@@H]1C(=O)N2CCc3ccc(-c4ccccc4)cc3[C@@H]2C[C@@H]1N(C)C(=O)NC1CCCCC1
  IDE cell activ = -5.3

> COc1cc(OC)cc(C(=O)N[C@H](C(=O)OCC(=O)N2CCN(S(=O)(=O)c3ccc(C)cc3)CC2)C(C)C)c1
  IDE cell activ = 1.8

> CCOc1ccc(NC(=O)CN(C)C(=O)c2c(C)nn(Cc3ccccc3Cl)c2C)cc1OCC
  IDE cell activ = 1.8

Reformatted with the structure last: entries from further up
| IDE cell activ | SMILES |
| --- | --- |
| 4.6 | COc1ccc(C(CNC(=O)c2nn(-c3ccccc3)c(=O)c3ccccc23)N2CCOCC2)cc1 (stereo not drawn) |
| 1.9 | CCCCNS(=O)(=O)CCNCc1ccc(OC)cc1 |

Other records follow:
SMILES	IDE cell activ
O=C(c1ccc(=O)[nH]n1)N1CCN(S(=O)(=O)c2cccc(F)c2)CC1	-31.5
CN(CCc1ccccc1)C(=O)c1ccc(NC(=O)Cc2ccc(NC(=O)C3CCN(C(=O)C4CCCC4)CC3)cc2)cc1	1.0
CC1CCC2(CC1)NC(=O)N(NC(=O)C1CCN(C(=O)c3ccc(Cl)cc3)CC1)C2=O (stereo not drawn)	-1.5
O=C(O)C1=CC2C=C(Cl)C=CC2OC1=O (stereo not drawn)	9.1
CC(C)C[C@@H](CO)NS(=O)(=O)c1c(F)cccc1F	3.9
CCCN1C(C)C(C(=O)OCC)=CN(Cc2ccc(Br)cc2)S1(=O)=O (stereo not drawn)	2.5
Cc1cccc(N2CCN(CC(O)COc3ccc4ccccc4c3)CC2)c1 (stereo not drawn)	2.5
CCN(C(=O)CSc1nnc(-c2ccccc2C)n1C)c1c(N)n(Cc2ccccc2)c(=O)[nH]c1=O	5.5
COC(=O)c1ccc(CNC(=O)Cn2cnc3c(NCc4ccccc4)ncnc32)cc1	-0.3
CC1CCN(CC(=O)N(C)c2c(N)n(Cc3ccccc3)c(=O)[nH]c2=O)CC1	1.3
CCOC(=O)C1(C(=O)OCC)NC(=O)CC1C (stereo not drawn)	1.0
CCOC(=O)c1cc(-c2ccccc2)nc2c(O)cccc12	4.2
COc1ccc(-c2nnc(N)s2)cc1OC	4.6
O=C(Nc1nc(-c2ccco2)c(-c2ccco2)s1)c1ccc(F)cc1F	2.6
CC[C@]1(C(=O)OC)[C@H]2C(=O)N(C)C(=O)[C@H]2[C@H]2CN(C)C(=NC3CCCCC3)N21	4.5
Nc1nc(N)nc(-c2ccc([N+](=O)[O-])o2)n1	4.0
CCN(CC)CCCN1C(=O)C(=O)/C(=C(/O)c2c(C)nc3ccccn23)C1c1ccc(C)o1 (stereo not drawn)	5.6
O=C(NCCc1ccc(F)cc1)c1ccc(S(=O)(=O)N2CCCCC2)cc1	0.7
CC(=O)c1ccccc1NC(=O)COC(=O)C1=NN(c2ccccc2)C(=O)CC1	3.0
Cc1ccc(S(=O)(=O)N2C[C@@H]3CCCC[C@@H]3[C@@H](C)[C@H]2c2cn(Cc3ccccc3)c3ccc(F)cc23)cc1	0.7
CN(N=Cc1cccc2cccnc12)c1ccc([N+](=O)[O-])cc1[N+](=O)[O-]	2.8
COCC(=O)N1CCC2CC1c1c(-c3ccc(C(F)(F)F)cc3)cccc12 (stereo not drawn)	2.9
Cc1ccc(C2/C=C\CC(NC(=O)OCC3c4ccccc4-c4ccccc43)CC(=O)N2Cc2ccccc2)cc1 (stereo not drawn)	1.7
Cc1cc(C)nc(NC2=N[C@@H]3CCCC[C@H]3N2C(=O)Nc2cc(Cl)cc(Cl)c2)n1	1.2
Cc1cccc(N2O[C@H]3C=CC2CCCC3)n1	3.3
Remaining list, next part:
SMILES	IDE cell activ
Cc1ccc(S(=O)(=O)N2C[C@@H]3[C@H]4CC[C@H](C4)[C@@H]3[C@@H](C)[C@H]2c2ccco2)cc1	2.0
COc1ccccc1NC(=O)COC(=O)CCC(=O)c1cccs1	1.7
CC(NCC(=O)Nc1ccccc1C(=O)NC1CC1)c1ccco1 (stereo not drawn)	-3.5
CSc1nc(O)c(Nc2ccccc2)c(=O)[nH]1	0.1
CC(C)N(C(=O)[C@H]1C[C@H](CC(=O)NCCN2CCOCC2)C(=O)N2CCc3c([nH]c4ccc(Cl)cc34)[C@]12C)C(C)C	-1.4
CN(C)c1ccc(C=c2c3ccccc3n3c2cc(-c2ccccc2)[n+]3C)cc1	-11.5
C#CCOCCOCCOCCNc1nc(N2CCN(C(=O)Cn3cc(CCO)nn3)CC2)nc(N2CCN(C(=O)Cn3cc(CCCN=C(N)N)nn3)CC2)n1	-2.8
COc1ccc(-c2nn(-c3ccccc3)cc2/C=C/C(=O)N(C)CC(=O)Nc2cccc(F)c2)cc1OC	3.6
O=C(Cc1ccc(NC(=O)C2CCN(C(=O)C3CCC3)CC2)cc1)Nc1cccc(C(=O)N2CCCCC2)c1	0.2
O=C(CCC(=O)N1CCN(S(=O)(=O)c2ccc(Cl)cc2)CC1)NCc1cccc(C(F)(F)F)c1	2.1
Cc1cccc(NC(=O)CSCC(=O)Nc2ccc(N3CCOCC3)cc2N2CCOCC2)c1	0.4
Cn1c(N)c(C(=O)COC(=O)COc2ccccc2Cl)c(=O)n(C)c1=O	6.4
Cc1ccc(NC(=O)CCC(=O)N2CCC(c3ccccc3)=N2)cc1S(=O)(=O)N1CCCCC1	1.8
O=C(O)C(c1ccccc1)C1(O)CCC1 (stereo not drawn)	2.6
CC(C)NC1CCC(Nc2ccnc3cc(Cl)ccc23)CC1 (stereo not drawn)	-0.2
CCCN(CC(=O)Nc1ccccc1C)C(=O)c1ccc(OCC(=O)N2CCOCC2)c(OCC)c1	-2.0
CCc1ccccc1NC(=O)CN(C)C(=O)COC(=O)c1ccccc1Cl	3.2
CCCn1c(C)cc(/C=C(\C#N)C(=O)OCC(=O)N(CC)c2c(N)n(Cc3ccccc3)c(=O)[nH]c2=O)c1C	5.3
CC[C@H](C)[C@H]1CNC(=S)N1CC1CCN(CC2CCC(C)CC2)CC1 (stereo partly drawn)	2.7
CCOc1ccc(NC(=O)CN(C)C(=O)CN2C(=O)c3ccc([N+](=O)[O-])cc3C2=O)cc1OCC	-0.4
CC(NC(=O)c1cccc(S(=O)(=O)N2CCN(Cc3ccccc3)CC2)c1)c1ccccc1Cl (stereo not drawn)	-0.7
CCCCCCCCNS(=O)(=O)CCNC1CC1	-1.6
C[C@]12c3[nH]c4cc(-c5ccco5)ccc4c3CCN1C(=O)[C@@H](CC(=O)NCC13CC4CC(CC(C4)C1)C3)C[C@@H]2C(=O)N1CCCCC1	4.4
CCCCn1c(N)c(N(CCOC)C(=O)c2cc(S(=O)(=O)N3CCOCC3)ccc2Cl)c(=O)[nH]c1=O	1.4
NS(=O)(=O)c1ccc(CCNC(=O)/C=C/c2ccc(S(=O)(=O)N3CCOCC3)cc2)cc1	3.1
(further entries)
SMILES	IDE cell activ
CCN1C/C(=C\c2cc(OC)c(OC)c(OC)c2)C2=NN(c3ccccc3)C(c3cc(OC)c(OC)c(OC)c3)C2C1 (stereo not drawn)	3.3
Nc1ccn(C2OC(COC(=O)C34CC5CC(CC(C5)C3)C4)C(O)C2O)c(=O)n1 (stereo not drawn)	6.7
O=[N+]([O-])c1ccc2c(c1)Cc1cc(F)ccc1-2	-1.1
CC1(C)OC2OC3C(CN)OC(c4ccccc4)OC3C2O1 (stereo not drawn)	1.5
Cc1ccc(S(=O)(=O)N2CCN(C(=O)COC(=O)/C=C/c3ccc(Cl)cc3)CC2)c(C)c1	-1.0
Cc1cnc(C(=O)N2CCN(S(=O)(=O)c3cc(C(F)(F)F)cc(C(F)(F)F)c3)CC2)cn1	3.2
OC(COc1cccc2ccccc12)CN1CCOCC1 (stereo not drawn)	2.3
COc1ccc2[nH]c3c(c2c1)CCN1C(=O)C(CC(=O)NCCCN(C)C)C[C@H](C(=O)N2CCCCC2)[C@@]31C (stereo partly drawn)	2.9
CCN1C(=O)[C@H]2[C@H]3CN=C(SCC(=O)c4ccccc4)N3[C@@](CC)(C(=O)OC)[C@H]2C1=O	0.1
Nc1nc(N)c2[nH]c(=S)[nH]c2n1	-4.6
CCOC(=O)C1=C(C)N(C[C@@H]2CC[C@@H](Cc3ccc4cc(OC)ccc4c3)O2)C(=O)NC1c1ccc(OC)cc1 (stereo partly drawn)	1.7
CSc1nc2nc(C)c(CCC(=O)OCC(=O)Nc3ccc(F)cc3)c(C)n2n1	2.6
CC1(c2ccc3ccccc3c2)NC(=O)N(CC(=O)N2CCN(Cc3ccc(C#N)cc3)CC2)C1=O (stereo not drawn)	4.7
COc1ccc(C(CNC(=O)c2cccc(S(=O)(=O)Nc3ccc(F)cc3)c2)N2CCCC2)cc1 (stereo not drawn)	2.5
CCCCN1CC[C@@H]2C=CC[C@H](C(=O)OC)[C@@H]2C1=O	0.2
Cn1c(C(=O)NCCCN2CCN(c3ccc(F)cc3)CC2)cc2c(=O)n(C)c3ccccc3c21	1.2
Cc1c(N(C)S(=O)(=O)c2ccc(Cl)c(C(=O)NCC(C)(C)N3CCOCC3)c2)c(=O)n(-c2ccccc2)n1C	3.4
CCOC(=O)CCC(NC(=O)c1ccc(CNc2nc3cc(C(F)(F)F)ccc3nc2C(=O)OCC)cc1)C(=O)OCC (stereo not drawn)	4.0
O=C(NC1CCCCCCC1)c1cccc(S(=O)(=O)N2CCOCC2)c1	-0.8
COc1ccc(OC)c(C2C/C(=N/O)C(C)C(c3cc(OC)ccc3OC)N2)c1 (stereo not drawn)	-3.4
CC(=O)OC1CCC2(C)C(=CCC3C2CCC2(C)C3CC3ON=C(C)C32)C1 (stereo not drawn)	-0.2
CC(=NNC(=O)c1ccncc1)c1ccccc1Cl	1.3
O=C(NCCN1CCOCC1)c1cccc(S(=O)(=O)Nc2cc(Cl)ccc2Cl)c1	-0.8
CCC(NC(=O)CC[C@H]1O[C@@H](n2cc(C)c(=O)[nH]c2=O)C[C@@H]1O)c1ccccc1 (stereo partly drawn)	6.0
O=C(Cn1cnc2scc(-c3ccc(F)cc3)c2c1=O)NCC(c1ccco1)N1CCCC1 (stereo not drawn)	1.0
O=[N+]([O-])c1ccc2c(c1)C(=NO)c1cc(F)ccc1-2	5.2
CC1(c2ccccc2)NC(=O)N(CC(=O)NCCN2C(=O)S/C(=C\c3cccnc3)C2=O)C1=O (stereo not drawn)	-0.3
CC(C)Oc1ccc(S(=O)(=O)N2CCOCC2)cc1NC(=O)CCCSc1ccccc1	-3.4
COc1ccc(-c2ccc3c(c2)[C@@H]2C[C@H]4[C@@H](C(=O)N2CC3)[C@H](C)ON4C)cc1	-1.7

Some of the entries so far, with each value named:
Cc1ccc(S(=O)(=O)N2CCN(C(=O)COC(=O)/C=C/c3ccc(Cl)cc3)CC2)c(C)c1
  IDE cell activ = -1.0
Cc1cnc(C(=O)N2CCN(S(=O)(=O)c3cc(C(F)(F)F)cc(C(F)(F)F)c3)CC2)cn1
  IDE cell activ = 3.2

Compound activity from PubChem BioAssay.

Not all compounds are listed. The share of hits here may be higher or lower than overall.
